# BoNT-A LC inh2: blocks Botulinum neurotoxin A light chain protease. inhibition, % at 10 µM. multiplex microsphere protease substrate cleavage, flow cytometry. AID 588499. actives 0.17% (n = 360,000); also: plate controls were buffer without enzyme for full effect and enzyme alone for no effect
# GDH-TPI inh: counter-screen for M. tuberculosis FBA inhibitors: GDH-TPI coupled enzymes. AID 588335. actives 1.2% (n = 360,000). inhibition, % at 4.8 µM. GDH-TPI coupled enzyme counterscreen, NADH absorbance; in the data active = inhibition above about 30%;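 also: 0% = DMSO wells and 100% = wells lacking the enzyme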
# BioA inh: inhibitors of Mycobacterium tuberculosis BioA enzyme | purified M. tuberculosis BioA enzyme, plate reader | inhibition, % at 9.99 µM | actives 0.096% (n = 360,000) | AID 602481; in the data active = inhibition above about 40%; inconclusive = no clear call, values can overlap the other calls
# UGM FP inh: Mtb UDP-galactopyranose mutase inhibition | AID 504406 | P9WIQ1 | purified UGM, fluorescence polarization probe displacement | actives 0.06% (n = 320,000) | inhibition, % at 10 µM; in the data active = inhibition above about 10%, passing the limit was not always enough; inconclusive = no clear call, values can overlap the other calls
# Target sequence (P9WIQ1 whole entry, looked up): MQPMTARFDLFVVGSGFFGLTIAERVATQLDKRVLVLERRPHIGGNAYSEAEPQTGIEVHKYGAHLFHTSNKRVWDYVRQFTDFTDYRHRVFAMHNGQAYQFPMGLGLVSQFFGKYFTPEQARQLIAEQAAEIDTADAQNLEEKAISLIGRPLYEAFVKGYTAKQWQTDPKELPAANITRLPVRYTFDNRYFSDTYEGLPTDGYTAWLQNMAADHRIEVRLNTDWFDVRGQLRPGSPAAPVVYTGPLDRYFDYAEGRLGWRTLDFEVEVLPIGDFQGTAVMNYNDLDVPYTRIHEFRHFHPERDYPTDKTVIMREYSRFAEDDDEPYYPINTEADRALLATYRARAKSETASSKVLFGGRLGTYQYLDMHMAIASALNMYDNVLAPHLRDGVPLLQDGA
# Anthrax LF inh2: anthrax lethal factor protease inhibition. actives 0.12% (n = 360,000). inhibition, % at 10 µM. P15917. multiplex microsphere protease cleavage assay, LF; also: plate controls were buffer without enzyme for full effect and enzyme alone for no effect
# PfHsp40 yeast: rescue of PfHsp40-mediated yeast toxicity; S. cerevisiae expressing PfHsp40, growth rescue, ATP luminescence; growth rescue, % at 12.5 µM; actives 0.68% (n = 340,000); AID 504582; in the data active = growth rescue above about 28%, passing the limit was not always enough; inconclusive = no clear call, values can overlap the other calls;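 also: yeast W303a lacking pdr1 and pdr3 grown in galactose medium; growth measured after three days at 30 °C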
# FadD28 binding: inhibitors of Mycobacterium tuberculosis FadD28 bisubstrate binding | FadD28 bisubstrate probe binding, fluorescence polarization | actives 0.22% (n = 360,000) | AID 588549 | inhibition, % at 12.5 µM; in the data active = inhibition above about 8.5%, passing the limit was not always enough; inconclusive = no clear call, values can overlap the other calls
# Mtb FBA inh: inhibitors of M. tuberculosis fructose-bisphosphate aldolase; P9WQA3; purified M. tuberculosis FBA, fluorescence read-out; inhibition, % at 1 µM; actives 2.3% (n = 360,000); AID 588726; in the data active = inhibition above about 27%;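 also: 0% = vehicle and 100% = reference inhibitor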
# Target sequence (P9WQA3 whole entry, looked up): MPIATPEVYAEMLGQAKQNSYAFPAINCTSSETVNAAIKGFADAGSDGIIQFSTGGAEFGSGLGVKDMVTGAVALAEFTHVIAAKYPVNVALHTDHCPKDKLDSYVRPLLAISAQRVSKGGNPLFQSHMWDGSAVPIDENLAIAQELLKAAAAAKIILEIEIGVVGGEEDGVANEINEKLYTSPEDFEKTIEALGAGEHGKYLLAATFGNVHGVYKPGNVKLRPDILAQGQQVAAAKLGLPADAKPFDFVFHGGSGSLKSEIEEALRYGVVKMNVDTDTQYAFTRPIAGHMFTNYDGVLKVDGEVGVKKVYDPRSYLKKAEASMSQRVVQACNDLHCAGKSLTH
# BoNT-F LC inh: inhibitors of Botulinum neurotoxin F light chain protease | Multiplex microsphere protease cleavage assay, flow cytometry | inhibition, % at 10 µM | actives 0.22% (n = 360,000) | AID 588497; in the data active = inhibition above about 35%, passing the limit was not always enough; inconclusive = no clear call, values can overlap the other calls; also: plate controls were buffer without enzyme for full effect and enzyme alone for no effect
# The depositor's hits bear a star; ? = inconclusive; . = no result given; + = active, no number. Rule as the data show it, unless noted: active = inhibition above about 30%; inconclusive = no clear call, values can overlap the other calls; inactive = below that. Compounds as they come (roughly 4.7% active in at least one column).
Molecule | BoNT-A LC inh2 | GDH-TPI inh | BioA inh | UGM FP inh | Anthrax LF inh2 | PfHsp40 yeast | FadD28 binding | Mtb FBA inh | BoNT-F LC inh
CCOC(=O)c1cc(-c2ccc(OC)cc2)nc2c1c(C)nn2CCC#N | ? | 31* | 3.9 | -2.1 | -5 | 0.9 | -7.3 | 31* | -5
CCCCN(C(=O)CN(C)CC(=O)Nc1cccc(OC)c1)c1c(N)n(CCCC)c(=O)[nH]c1=O | -0.9 | -2 | -0.6 | -0.7 | -12 | 1.0 | -1.0 | 0 | -9
CCN(C(=O)C1CCCN(c2ncnc3c2nc2n3CCCCC2)C1)c1cccc(Cl)c1 (configuration not stated) | 0.3 | 0 | 4.9 | -2.0 | -4 | 3.3 | -8.2 | 1 | 0
O=C(O)c1ccc(C2NCC(c3ccccc3Cl)c3c2[nH]c2ccccc32)cc1 (configuration not stated) | -1.1 | 0 | . | 1.6 | -1 | 0.4 | -2.6 | 1 | -6
O=c1[nH]c(C2CCN(S(=O)(=O)c3ccc(C(F)(F)F)cc3)CC2)nc2c1nnn2Cc1ccc(F)cc1 | 0.4 | 20 | -0.3 | 0.8 | -3 | 2.9 | -1.7 | -3 | -16
O=C(NCc1ccccn1)c1n[nH]c(=O)c2ccccc12 | -0.1 | 14 | -0.5 | -1.2 | 8 | -0.8 | -3.9 | 3 | -1
COc1ccccc1/C=N/OCC(=O)NCc1ccc2c(c1)OCO2 | 0.0 | 3 | . | -0.3 | 2 | 1.4 | -1.6 | 5 | 0
COCCCNC(=O)/C=C/c1ccc(Cl)cc1Cl | -1.4 | -2 | 0.5 | -1.4 | -10 | 6.6 | -0.7 | -1 | -17
O=C(N/N=C/c1ccc2c(c1)OCO2)c1sc2cc(Cl)ccc2c1Cl | -0.6 | 8 | . | 2.5 | -1 | -0.8 | 1.0 | -2 | -4
O=C(Oc1cccc2c(OC(=O)N3CCOCC3)cccc12)N1CCOCC1 | 2.4 | 6 | -0.9 | -0.2 | -4 | 0.4 | 0.6 | 0 | 3
CN(Cc1ccccn1)Cc1nc(COc2ccccc2)no1 | -0.3 | 8 | -1.7 | 0.4 | -6 | 1.2 | -1.4 | -1 | -3
CCCC(=O)N1CCCC(c2cc(C(=O)NCc3ccccc3)no2)C1 (configuration not stated) | 0.3 | 8 | -0.3 | . | 5 | . | -2.8 | -3 | -5
Cc1nnc(NC(=O)CSc2nnc(Cc3ccccc3)n2Cc2ccccc2)s1 | -0.1 | -2 | 1.1 | 1.1 | 0 | 1.5 | -1.5 | -1 | -1
COC(c1ccccc1)c1nnc(CCC(=O)N(C)CCOc2ccccc2)o1 (configuration not stated) | -0.2 | -5 | . | 3.6 | 0 | 3.1 | -0.1 | 0 | -2
CCOC(=O)C(NCc1ccc(F)cc1)(NC(=O)c1ccccc1)C(F)(F)F (configuration not stated) | -1.6 | -4 | -0.2 | 1.6 | -3 | 1.8 | -4.2 | -1 | -18
N#CC1(c2ccccc2)CCC(NCCc2ccccc2)CC1 (configuration not stated) | -1.5 | -2 | 0.4 | -1.7 | 8 | -1.5 | -2.5 | 1 | 3
O=C(CCN1CCOCC1)N1CCCC(Nc2cccc(F)c2)C1 (configuration not stated) | 1.4 | -4 | -3.1 | -0.7 | 3 | -0.1 | 0.4 | 3 | 10
Cc1cc(-n2c(C)cc(C(=O)COc3ccc4ccc(=O)oc4c3)c2C)no1 | -2.1 | 3 | . | -1.1 | -3 | -0.8 | 0.8 | 28* | -14
COCCCn1c(-c2ccc(Cl)cc2)n[nH]c1=S | -0.5 | 11 | 1.6 | -2.6 | -4 | -1.9 | -2.5 | 28* | -12
O=C(CCC(=O)N1CCc2ccccc2C1)N1CCN(S(=O)(=O)c2ccccc2)CC1 | -0.2 | -1 | -1.4 | 1.6 | -8 | -1.1 | -2.1 | 2 | -7
Cc1ccc(NC(=O)CSC2=C(C#N)C(c3ccc4c(c3)OCO4)C3=C(CCCC3=O)N2)c(C)c1 (configuration not stated) | -0.7 | 15 | 3.5 | -0.9 | -2 | 1.1 | -0.4 | -1 | -5
O=C(NCC1CCCO1)/C(=C/c1ccccc1)NC(=O)c1ccccc1 (configuration not stated) | -0.3 | -3 | -3.5 | 0.2 | -2 | 0.6 | 0.1 | 5 | -4
O=C(Nc1ccccc1C(=O)NC1CC1)c1ccc([N+](=O)[O-])o1 | 0.8 | 7 | -3.8 | . | 0 | -1.5 | -1.2 | 4 | 11
CCOC(=O)N1CCC(Nc2nc3ccccc3nc2NS(=O)(=O)c2ccc(Cl)cc2)CC1 | 0.5 | 42* | . | 1.0 | -2 | 0.9 | 0.9 | 5 | -10
COc1cccc(N2CCN(S(=O)(=O)c3cn(C)cn3)CC2)c1 | 2.0 | 15 | -1.1 | 6.5 | 4 | 0.0 | -1.3 | 0 | -1
COc1cc(OC)c(-c2oc3ccccc3c(=O)c2O)c(OC)c1 | -0.1 | 23 | . | . | 3 | -1.9 | -2.0 | 4 | 0
CCOc1cc2c(cc1OCC)C(c1ccc(OC)cc1)N(c1ccccc1)C(=O)C2 (configuration not stated) | 0.9 | 9 | -0.3 | . | 0 | 1.4 | -1.0 | 1 | 8
Cn1cccc1C1NC(=O)c2c(sc3c2CCC(C(C)(C)C)C3)N1 (configuration not stated) | 0.1 | -4 | 1.3 | -0.6 | -3 | -0.3 | -3.0 | 1 | 9
Cc1oc(-c2cc(F)ccc2F)nc1CN(C)Cc1ccc2nccnc2c1 | -0.6 | -1 | . | 0.7 | 1 | -0.1 | -6.8 | -1 | 2
O=C(Nc1cccc(F)c1)N1CCN(C/C=C/c2ccccc2)CC1 | 0.3 | 0 | 27 | -2.9 | -1 | 0.0 | -2.7 | 2 | 14
COc1cc(-c2cc(C(=O)Nc3ccc(S(=O)(=O)NCc4ccco4)cc3)c3ccccc3n2)cc(OC)c1OC | -1.0 | 25 | -1.1 | 3.8 | -3 | -0.8 | 1.8 | 3 | -8
O=C(O)[C@H](Cc1ccccc1)N1Cc2ccccc2C1=O | -1.1 | 7 | -0.9 | 1.5 | -5 | 2.1 | -2.7 | 0 | -8
Cc1cc(C(=O)NCCc2ccc(S(N)(=O)=O)cc2)c(C)o1 | -4.2 | 4 | -1.1 | 3.1 | 12 | 0.6 | -1.3 | 2 | -8
CC1(C)C(CSc2nc3ccccc3[nH]2)C1(Cl)Cl (configuration not stated) | -0.2 | -3 | . | -0.1 | 0 | 9.0 | -3.8 | 2 | 0
CC(=O)N1c2ccc(S(=O)(=O)N3CCC(C(=O)Nc4cccc(C)c4C)CC3)cc2CC1C (configuration not stated) | -0.3 | -2 | -0.3 | 1.4 | 1 | 0.6 | -4.9 | 0 | 3
CC(C)NS(=O)(=O)c1ccc(NC(=O)c2cccnc2)cc1 | -0.5 | 0 | 12 | 0.0 | -2 | -0.1 | -1.2 | 9 | -7
C/C(=C\C(=O)c1ncc(C(F)(F)F)cc1Cl)N(C)C | 0.0 | -5 | . | 1.2 | -1 | -0.4 | -4.1 | -5 | -3
COc1cc(NC(=O)Nn2cnnc2)cc(OC)c1OC | 1.2 | 2 | 3.3 | 2.5 | 3 | -0.2 | -1.2 | 3 | -6
c1ccc(Cc2nnc(Sc3ccccc3)c3ccccc23)cc1 | -0.8 | -7 | 1.6 | -1.2 | -2 | 0.1 | -3.0 | -2 | -3
O=c1cc(CNCCCO)c2ccccc2[nH]1 | 0.4 | 13 | -0.7 | 4.2 | 1 | -0.1 | -0.6 | -1 | 3
CCOC(=O)[C@H]1[C@H]2COc3cc(OC)ccc3[C@@H]2N2C(=O)CN(CCc3c[nH]c4ccccc34)C(=O)[C@@]12C | -0.2 | -7 | 1.2 | -0.7 | 4 | 0.1 | -4.9 | 0 | -7
COc1ccc(N2C(=O)c3ccccc3C2=O)cc1 | -1.3 | 12 | 0.2 | -3.9 | -4 | 2.2 | -2.0 | 5 | -7
O=C1CN(C(=O)COC(=O)CCc2ccccc2)c2ccccc2N1 | -0.3 | 7 | -2.4 | -1.9 | -4 | -0.6 | -1.5 | 1 | 1
Cn1c(=O)c2c(ncn2CC(O)CNc2ccc(Cl)cc2)n(C)c1=O (configuration not stated) | -0.5 | -1 | 21 | -0.6 | 0 | 2.0 | -1.6 | 1 | -3
O=C(Nc1ccc(-c2csc(Nc3ccccc3)n2)cc1)c1ccccc1 | 0.0 | 3 | -2.2 | 0.0 | -4 | 1.2 | -3.5 | -3 | -5
Cc1ccc(N2C=Nc3ccc(C)c4nc(C)cc2c34)cc1 | 1.5 | 3 | . | 0.1 | 2 | 1.3 | -2.3 | 13 | 10
Nc1[nH]ncc1N=Nc1ccc(Cl)cc1 | 0.6 | 14 | -0.6 | -1.5 | -4 | 5.8 | -0.1 | -9 | -6
Cc1ccn2c(=O)nc(SCC(=O)NCc3ccccc3Cl)nc2c1 | -1.0 | 4 | -0.7 | -3.9 | 2 | -0.5 | -1.3 | 4 | 5
Nc1nc2nc(-c3cccs3)cc(C(F)(F)F)n2n1 | -0.1 | 9 | . | -0.7 | 1 | 0.6 | -4.6 | + | 1
Cc1c([N+](=O)[O-])cc(C(=O)Nc2ccc(NC(=O)c3ccco3)cc2)cc1[N+](=O)[O-] | -1.5 | 5 | 1.5 | 1.9 | -1 | -0.9 | . | 2 | 1
O=C(c1cc2cc(F)ccc2[nH]1)N1CCc2ccccc2C1 | -1.1 | -3 | -1.4 | -2.3 | -4 | -1.0 | ? | 6 | 1
O=c1c2cnn(-c3ccccc3)c2nnn1Cc1ccccn1 | -0.3 | 14 | 0.7 | -1.0 | -1 | 0.2 | 0.9 | 2 | -40
O=C(CCNS(=O)(=O)c1ccccc1)NNC(=O)COc1ccccc1F | . | -1 | -0.2 | -3.0 | . | -0.3 | -0.6 | 1 | .
COC(=O)C1=C(c2ccc(S(C)(=O)=O)cc2)C[C@@H]2CC[C@H]1N2C(=O)N1CCC(C)CC1 | 0.0 | 2 | 1.3 | -0.2 | -7 | 1.7 | -4.3 | 1 | -2
CCc1ccc(OCC(=O)N/N=C(\C)c2ccccc2OC(F)F)cc1 | -0.6 | 4 | . | 1.4 | 1 | 1.1 | -1.8 | -2 | -12
O=C(CNCc1ccccc1)Nc1ccc(Oc2ccccc2)cc1 | -0.2 | 5 | . | -0.4 | -2 | 0.0 | -5.3 | 0 | -9

# Seven entries from above, ordered by length of the SMILES, largest number first:
Molecule | BoNT-A LC inh2 | GDH-TPI inh | BioA inh | UGM FP inh | Anthrax LF inh2 | PfHsp40 yeast | FadD28 binding | Mtb FBA inh | BoNT-F LC inh
CC(=O)N1c2ccc(S(=O)(=O)N3CCC(C(=O)Nc4cccc(C)c4C)CC3)cc2CC1C (configuration not stated) | -0.3 | -2 | -0.3 | 1.4 | 1 | 0.6 | -4.9 | 0 | 3
Cc1cc(-n2c(C)cc(C(=O)COc3ccc4ccc(=O)oc4c3)c2C)no1 | -2.1 | 3 | . | -1.1 | -3 | -0.8 | 0.8 | 28* | -14
Cn1c(=O)c2c(ncn2CC(O)CNc2ccc(Cl)cc2)n(C)c1=O (configuration not stated) | -0.5 | -1 | 21 | -0.6 | 0 | 2.0 | -1.6 | 1 | -3
O=C(Nc1ccc(-c2csc(Nc3ccccc3)n2)cc1)c1ccccc1 | 0.0 | 3 | -2.2 | 0.0 | -4 | 1.2 | -3.5 | -3 | -5
CCCC(=O)N1CCCC(c2cc(C(=O)NCc3ccccc3)no2)C1 (configuration not stated) | 0.3 | 8 | -0.3 | . | 5 | . | -2.8 | -3 | -5
Cc1cc(C(=O)NCCc2ccc(S(N)(=O)=O)cc2)c(C)o1 | -4.2 | 4 | -1.1 | 3.1 | 12 | 0.6 | -1.3 | 2 | -8
COc1ccc(N2C(=O)c3ccccc3C2=O)cc1 | -1.3 | 12 | 0.2 | -3.9 | -4 | 2.2 | -2.0 | 5 | -7
